STEP block: STEP (human) phosphatase inhibition; P54829; recombinant STEP, OMFP fluorogenic substrate, fluorescence; inhibition, % at 20 µM; hit rate 0.25% among 360,000;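 active = inhibition at 20 µM, scaled per plate between control wells, above about 37%, limit read from the data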;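 also: 0% = DMSO with enzyme and substrate and 100% = substrate only without enzyme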
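medium = Bis-Tris buffer pH 6.0, 2.5 mM DTT, 0.005% Tween 20 | test system = STEP (striatal-enriched tyrosine phosphatase) enzyme, cell-free | measure = normalized % inhibition | compound dosing = 20 µM, 1% DMSO | also added = 25 µM OMFP | schedule = reaction 20 min, ambient temperature | measured by = fluorescence read at 480 nm ex / 540 nm em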
TbMetRS inhib: Trypanosoma brucei MetRS inhibition. purified T. brucei MetRS, ATP depletion, Kinase-Glo luminescence. inhibition, % at 11.9 µM. hit rate 0.4% among 360,000. AID 624268;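 active = inhibition above a per-plate cutoff of the control wells' mean inhibition plus 3 SD, cut at about 5.5% in these data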;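 also: 0% = DMSO wells median and 100% = median of wells with control inhibitor compound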
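Material – parasite MetRS enzyme · Medium – HEPES-MgCl2-KCl buffer plus DTT, spermine, BSA, pyrophosphatase · Reagent – ATP, methionine and E. coli bulk tRNA substrates · Times – 15 min enzyme-compound preincubation, 2 h reaction, 10 min detection, 25 °C · Measured by – luminescence of leftover ATP · Evaluation – percent inhibition relative to median high and low control wells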
MsrA act: activators of bovine methionine sulfoxide reductase A. purified bovine MsrA, absorbance read-out. activation, % at 10.6 µM. hit rate 0.3% among 360,000. AID 602163; in the data active = activation above about 7.5%;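 also: 0% = vehicle and 100% = reference activator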
LMPTP inh: LMPTP (human) inhibition | P24666 | hit rate 0.22% among 360,000 | recombinant LMPTP-A, OMFP fluorogenic substrate, fluorescence intensity | inhibition, % at 20 µM;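 active = compounds that cut the enzyme signal by at least half of the control window in the single-dose screen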;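 also: plate controls were DMSO wells with enzyme plus substrate for no effect and substrate without enzyme for full effect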
Target sequence (P24666 whole entry, looked up): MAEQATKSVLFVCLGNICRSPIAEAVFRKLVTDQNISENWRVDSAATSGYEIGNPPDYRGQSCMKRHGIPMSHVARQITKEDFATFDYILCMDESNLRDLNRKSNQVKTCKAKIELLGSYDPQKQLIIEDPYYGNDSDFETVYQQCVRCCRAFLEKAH
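Test system – LMPTP-A phosphatase enzyme · Quantity – 0.625 nM LMPTP-A final · Reagent – OMFP substrate, 400 µM final · Dosing – one test concentration per compound, 20 µM, with 3% DMSO overall · Timing – 50 min enzyme reaction at room temperature, protected from light · Detection – fluorescence intensity · Controls – substrate-only low control, DMSO enzyme-plus-substrate high control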
eLon inh: inhibitors of E. coli Lon protease. P0A9M0. purified E. coli Lon protease, fluorescence polarization. inhibition, % at 7.94 µM. hit rate 0.42% among 360,000. AID 602123; in the data active = inhibition above about 13%, passing the limit was not always enough;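 also: 0% = enzyme with probe and DMSO and 100% = no enzyme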
SUMO1 PPI mod: SUMO1-SIM interaction modulation. SUMO1 binding to a labelled peptide, TR-FRET, 1 h. inhibition, % at 20 µM. hit rate 0.33% among 360,000. AID 602429; in the data active = inhibition above about 37%
Target sequence (P63165 whole entry, looked up): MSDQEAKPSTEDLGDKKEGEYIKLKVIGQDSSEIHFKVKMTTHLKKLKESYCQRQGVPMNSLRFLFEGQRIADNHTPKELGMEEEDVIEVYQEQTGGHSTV
Scp-1 inhibitor: blocks human Scp-1 phosphatase activity; Q9GZU7; Recombinant Scp1, phosphopeptide, malachite green phosphate absorbance; inhibition, % at 20 µM; hit rate 0.88% among 340,000;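 active = inhibition above about 50% at 20 µM, limit read from the data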;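 also: plate controls were DMSO wells with enzyme for no effect and wells lacking enzyme for full effect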
Target sequence (Q9GZU7 76-261 limits assumed): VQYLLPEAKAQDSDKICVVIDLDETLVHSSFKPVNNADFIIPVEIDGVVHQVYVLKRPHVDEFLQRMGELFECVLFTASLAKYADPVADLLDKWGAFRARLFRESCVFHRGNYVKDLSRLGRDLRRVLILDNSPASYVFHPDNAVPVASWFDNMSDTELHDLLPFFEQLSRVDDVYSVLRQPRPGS
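Test system: SCP-1 phosphatase catalytic domain, residues 76-261 | Compound dosing: One concentration, 20 µM, with 1.0% DMSO | Schedule: 45 min room-temperature reaction, 5 min colour, 30 min stabiliser | Detection: Absorbance at 630 nm | Read-out basis: % inhibition of SCP-1 phosphate liberation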
MsrA inhibitor: inhibitors of bovine MsrA; AID 651718; purified bovine MsrA, absorbance read-out; inhibition, % at 15.5 µM; hit rate 0.75% among 360,000; in the data active = inhibition above about 4.5%;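 also: 0% = vehicle wells with enzyme and 100% = reference inhibitor wells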
CendR NRP1 mod: modulators of CendR peptide binding to human neuropilin-1; O14786; inhibition, % at 25 µM; FAM-RPARPAR peptide binding to NRP-1, fluorescence polarization; AID 602438; hit rate 0.85% among 360,000;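 active = inhibition or corrected inhibition above about 18%, plus a signal ratio from 0.5 to 1.5, limit read from the data, passing the limit was not always enough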; also: strong numbers were not always called active
DNMT1 inh: inhibitors of human DNMT1. P26358. DNMT1 molecular beacon, Hinp1I cleavage, fluorescence. inhibition (reported as % activation of signal), % at 10 µM. hit rate 0.83% among 360,000. AID 588458; in the data active = inhibition above about 50%
* = called active by the depositor; · = not tested or not shown. Rows are unselected. Share with any hit: about 4.3%.

SMILES	STEP block	TbMetRS inhib	MsrA act	LMPTP inh	eLon inh	SUMO1 PPI mod	Scp-1 inhibitor	MsrA inhibitor	CendR NRP1 mod	DNMT1 inh
Cc1ccc(C(=O)CCC(=O)Nc2cccnc2)cc1C	0	0.0	2	-0.1	-2	-1	2	1.1	-2	0
CCC/C(O)=C1\C(=O)CC(c2ccccc2)CC1=NCCc1c(C)[nH]c2ccc(C)cc12 (centres undefined)	0	-0.1	0	0.9	-2	2	-4	1.0	-1	12
O=c1c2ccccc2oc2cc(NCCCN3CCOCC3)ccc12	3	-0.3	-3	0.3	-8	-1	-10	4.6*	24	4
CCOc1ccc(C(=O)OCC(=O)N2CCCC2)cc1OCC	0	-0.6	-2	-0.7	-3	-4	-9	-0.8	14	1
C=C1CCN([C@@H](Cc2ccccc2)C(=O)O)S(=O)(=O)c2ccccc21	-1	-0.2	-2	-1.8	-4	5	6	0.9	13	12
COC(/C=C/Nc1ccc(C)cc1)=C(C#N)C#N	0	-0.2	-4	-1.2	-6	-2	-11	0.6	0	1
CCn1ncc(/C=N\NC(=O)c2cc(-c3ccc(C)cc3C)nc3ccccc23)c1C	2	0.9	-2	1.8	-4	-2	-10	-1.9	0	-3
NC(=O)COC(=O)c1cccnc1Nc1ccccc1F	0	-0.7	-2	0.5	11	2	-4	1.3	2	2
COc1ccc(F)c(CN(C)CC2CCCN(CCc3ccc(F)cc3)C2)c1 (centres undefined)	3	-1.8	-1	-0.5	-5	-1	-8	0.3	10	-6
Cc1cc(NC(=O)CSc2ncc(C(=O)O)n2-c2ccc(F)cc2)no1	-1	0.4	-2	-1.0	-1	6	0	-1.0	2	11

2 records drawn at random from the list so far:
SMILES	STEP block	TbMetRS inhib	MsrA act	LMPTP inh	eLon inh	SUMO1 PPI mod	Scp-1 inhibitor	MsrA inhibitor	CendR NRP1 mod	DNMT1 inh
CCOc1ccc(C(=O)OCC(=O)N2CCCC2)cc1OCC	0	-0.6	-2	-0.7	-3	-4	-9	-0.8	14	1
COC(/C=C/Nc1ccc(C)cc1)=C(C#N)C#N	0	-0.2	-4	-1.2	-6	-2	-11	0.6	0	1

(continued)
SMILES	STEP block	TbMetRS inhib	MsrA act	LMPTP inh	eLon inh	SUMO1 PPI mod	Scp-1 inhibitor	MsrA inhibitor	CendR NRP1 mod	DNMT1 inh
O=C1C[C@H]2[C@H](CO)[C@@H](OC(=O)c3ccc(-c4ccccc4)cc3)C[C@H]2O1	0	-0.3	0	1.2	-6	13	-7	-1.1	4	1
CN(C)S(=O)(=O)c1ccc(C(=O)NNc2nc(-c3ccccc3)c3cc(Br)ccc3n2)cc1	-2	-0.2	-1	1.5	0	12	5	-0.1	-5	-16
C=CCn1c(SCC(=O)Nc2c(C)n(C)n(-c3ccccc3)c2=O)nc2scc(-c3ccccc3)c2c1=O	0	-1.4	-14	-1.2	-1	2	5	-0.7	-16	-4
O=S(=O)(Nc1nccs1)c1ccc(Nc2nnc(-c3ccccc3)c3ccccc23)cc1	1	-0.1	-6	4.5	-15	12	9	1.3	-35	9
O=C1CN(C(=O)COC(=O)CNC(=O)c2ccc(Br)o2)c2ccccc2N1	0	0.0	-2	-0.4	4	-4	3	1.4	-2	4
COc1ccc(-c2c(-c3ccc(OCC(=O)NN)cc3O)n[nH]c2C)cc1OC	-2	-0.9	-3	0.1	-2	1	-5	-0.6	8	-4
CCN(C(=O)CSc1nnnn1-c1ccccc1)c1c(N)n(Cc2ccccc2)c(=O)[nH]c1=O	-1	-0.7	-1	-0.7	-8	0	-7	-0.3	3	2
O=C1SC(Cc2ccccc2)C(=O)N1c1ccccc1 (centres undefined)	-1	-0.3	-5	-2.3	0	2	-3	-0.6	-5	-1
COc1cccc(CNC(=O)C2CCN(S(=O)(=O)N3CCCC3)CC2)c1	2	-0.2	-1	-0.6	3	-1	-10	0.2	-1	1
COc1ccccc1CNC(=O)C(C)Sc1ccsc1[N+](=O)[O-] (centres undefined)	5	-0.6	-4	1.3	-3	-26	3	1.9	-19	-5

Entries listed above that bear a hit mark in MsrA inhibitor:
| mol | TbMetRS inhib | MsrA act | LMPTP inh | eLon inh | SUMO1 PPI mod | Scp-1 inhibitor | MsrA inhibitor | CendR NRP1 mod | DNMT1 inh |
| --- | --- | --- | --- | --- | --- | --- | --- | --- | --- |
| O=c1c2ccccc2oc2cc(NCCCN3CCOCC3)ccc12 | -0.3 | -3 | 0.3 | -8 | -1 | -10 | 4.6* | 24 | 4 |

Further results:
SMILES	STEP block	TbMetRS inhib	MsrA act	LMPTP inh	eLon inh	SUMO1 PPI mod	Scp-1 inhibitor	MsrA inhibitor	CendR NRP1 mod	DNMT1 inh
COc1ccc(C2CC(c3ccc(OC)cc3OC(C)=O)=NN2C(=O)c2ccccc2)cc1 (centres undefined)	-1	-0.8	1	0.5	-1	-5	-19	0.5	8	-2
Cc1ccsc1C(=O)OCC(=O)Nc1c(Cl)cccc1C(F)(F)F	4	-0.3	-7	0.2	0	-2	-8	1.0	-4	3
CC(C)Cn1c(N)c(C(=O)NCC2CCCO2)c2nc3ccccc3nc21 (centres undefined)	4	1.6	-10	19	-1	39	-4	1.1	-9	74*
CC(C)C[C@H](NC(=O)c1nc[nH]c1C(=O)NCCCCCNC(=O)OC(C)(C)C)C(=O)OCc1ccccc1	2	0.4	1	3.7	-2	-3	-10	-0.8	11	-27
CCc1ccc(-c2nc(CN3CCC(C(=O)NCc4ccc(F)cc4)CC3)c(C)o2)cc1	1	-0.5	-1	-0.1	14	-2	-7	0.3	3	-6
O=C(NNC(=O)c1ccc(Cl)cc1Cl)c1ccc2ccccc2c1	10	-0.3	-2	11	1	-8	50	1.1	14	13
COc1ccc(C(=O)c2sc(Nc3ccccc3F)nc2N)cc1	1	-0.6	-5	2.7	9	-24	-14	0.6	7	-2
O=C(Nc1cccc(-c2cccc(Cl)c2)c1)C1CCN(Cc2ccon2)CC1	-2	-0.7	-5	0.6	10	1	1	2.9	12	-6
CCC(=O)N1CCCC1(C)C(=O)Nc1ccc(C)c(C)c1 (centres undefined)	0	-0.1	-3	-1.1	-6	1	·	-0.1	-12	2
Cc1ccccc1NCC(=O)N/N=C/c1c(C)c(C(=O)c2ccc(Cl)cc2)n2ccccc12	0	0.7	-4	2.4	-6	6	15	-0.1	-8	1
O=C(NNC(=O)c1ccccn1)c1ccc(OC(F)F)cc1	0	-0.5	-3	-0.3	-2	5	-8	0.8	-12	1
Cc1ccccc1C1CCCN(Cc2nc(CC3CC3)no2)C1 (centres undefined)	-2	-0.5	0	0.6	-7	-2	-2	-0.1	14	0
COc1ccc(S(=O)(=O)N2CCCC2)cc1Br	4	-0.6	-3	0.9	5	7	-10	-0.9	2	7
Cc1ccc(NC(=O)CSC2=C(C#N)C(c3ccco3)C3=C(CC(C)(C)CC3=O)N2)cc1 (centres undefined)	-1	0.1	2	2.1	16	-8	-8	0.2	10	-5
O=C(Cc1csc(-c2ccc(Cl)cc2)n1)Nc1cccc(S(=O)(=O)NC2=NCCC2)c1	-2	-0.2	0	0.6	-9	-4	0	0.7	-5	-7
CC(C)(C)c1ccc(C(=O)NCC(=O)N2CCC3(CC2)NCCc2[nH]cnc23)cc1	1	-0.4	-6	-1.6	4	0	-3	-1.7	6	2
CSc1ccccc1NC(=O)C1CCN(S(C)(=O)=O)CC1	-4	-1.1	-4	-2.2	-1	4	-8	-0.1	-2	-1
O=C(O)c1cccc(Cn2c(Cl)c(/C=N/NC(=O)c3ccccc3O)sc2=O)c1	1	5.2	-15	-2.2	-8	1	-4	5.0*	-36	10
Cn1cc([N+](=O)[O-])c(C(=O)Nc2cnn(Cc3ccc(F)cc3)c2)n1	4	-0.1	-1	-0.6	1	-4	-11	-1.2	-1	5
CCCCCCCC(=O)NNC(=O)c1ccc([N+](=O)[O-])cc1	-7	-0.3	-3	-2.4	-8	-23	-5	1.1	2	1

Gathered by group: those above containing a nitro group on carbon
SMILES	STEP block	TbMetRS inhib	MsrA act	LMPTP inh	eLon inh	SUMO1 PPI mod	Scp-1 inhibitor	MsrA inhibitor	CendR NRP1 mod	DNMT1 inh
COc1ccccc1CNC(=O)C(C)Sc1ccsc1[N+](=O)[O-] (centres undefined)	5	-0.6	-4	1.3	-3	-26	3	1.9	-19	-5
Cn1cc([N+](=O)[O-])c(C(=O)Nc2cnn(Cc3ccc(F)cc3)c2)n1	4	-0.1	-1	-0.6	1	-4	-11	-1.2	-1	5
CCCCCCCC(=O)NNC(=O)c1ccc([N+](=O)[O-])cc1	-7	-0.3	-3	-2.4	-8	-23	-5	1.1	2	1

Screening data deposited in PubChem by several laboratories.
